Screening data as filed in PubChem.
PGK inhibitor: inhibitors of T. brucei phosphoglycerate kinase | P07378 | PGK/GAPDH coupled, Kinase-Glo luminescence, 60 min | Potency, µM (doses to about 57.5 µM), for the others: top-dose activity change, negative = inhibition, most hits filed as inhibitors | 380,000 compounds, 0.043% hits; further: potency means the concentration at half of the fitted maximal effect; on the % scale 0 is the no-effect control and ±100 the full control effect; nearly all actives have a fitted effect of over 60% in size
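Luminescent ATP detection (Kinase-Glo Plus) follows a 60-minute room-temperature incubation, with wells lacking PGK as controls. Buffer: 100 mM TEA (pH 7.6), 5 mM MgCl2, 0.01% Tween-20. Coupling enzyme GAPDH (100 nM final) supplies unstable 1,3-BPG in-well.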
Apoferritin bind: candidate novel general anesthetic via apoferritin binding; Potency, µM (series often up to 77.5 µM), for the others: top-dose activity change, negative = displacement, usual class: inhibitors; P02791; apoferritin/1-aminoanthracene competitive binding, fluorescence; 350,000 compounds, 0.074% hits; AID 485281; further: potency means the concentration at half of the fitted maximal effect; on the % scale 0 is the no-effect control and ±100 the full control effect; nearly all actives have a fitted effect of over 20% in size
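Apoferritin-based anesthetic binding model; compound displacement of fluorescent 1-AMA measured as endpoint fluorescence after 10 minutes at room temperature, scaled to free-ligand and complex controls.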
POLB inh: DNA polymerase beta (human) inhibition; Potency, µM (highest dose often 114 µM), for inactives: at the top dose activity change, negative = inhibition, actives largely listed as inhibitors; P06746; Pol beta primer extension/strand displacement, fluorescence kinetic; 340,000 compounds, 1.3% hits; further: potency means the concentration at half of the fitted maximal effect; on the % scale 0 is the no-effect control and ±100 the full control effect
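Pol beta (10 nM) and compounds were preincubated 15 min at room temperature, then 50 nM substrate (final) started primer extension/strand displacement. Reads were taken at 0 and 10 min; concentration-response data were fitted to a four-parameter Hill equation.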
RXFP1 antagonist: RXFP1 (human) relaxin receptor antagonism. AID 1259400. activity change, negative = inhibition, % at 57.5 µM. Q9HBX9. HEK293-RXFP1, relaxin-stimulated cAMP HTRF, 30 min; stronger effect = lower value. 350,000 compounds, 0.59% hits;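 active means activity change of -60% or lower, but not beyond a set lower limit; inconclusive means change between -60% and -40%, or beyond the set limit; inactive means change above -40%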; further: on the % scale 0 is the no-effect control and ±100 the full control effect
BLM inh: inhibitors of human Bloom syndrome helicase BLM. Potency, µM (top dose mostly 56.1 µM), for inactives: at the highest dose activity change, negative = inhibition, usual class: inhibitors. recombinant BLM DNA unwinding, fluorescence dequenching. P54132. 350,000 compounds, 0.2% hits;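 further: potency means the concentration at half of the fitted maximal effect; plate controls were vehicle for no effect and no enzyme for full effect; nearly all actives have a fitted effect of over 35% in size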
Target sequence (P54132 whole entry, looked up): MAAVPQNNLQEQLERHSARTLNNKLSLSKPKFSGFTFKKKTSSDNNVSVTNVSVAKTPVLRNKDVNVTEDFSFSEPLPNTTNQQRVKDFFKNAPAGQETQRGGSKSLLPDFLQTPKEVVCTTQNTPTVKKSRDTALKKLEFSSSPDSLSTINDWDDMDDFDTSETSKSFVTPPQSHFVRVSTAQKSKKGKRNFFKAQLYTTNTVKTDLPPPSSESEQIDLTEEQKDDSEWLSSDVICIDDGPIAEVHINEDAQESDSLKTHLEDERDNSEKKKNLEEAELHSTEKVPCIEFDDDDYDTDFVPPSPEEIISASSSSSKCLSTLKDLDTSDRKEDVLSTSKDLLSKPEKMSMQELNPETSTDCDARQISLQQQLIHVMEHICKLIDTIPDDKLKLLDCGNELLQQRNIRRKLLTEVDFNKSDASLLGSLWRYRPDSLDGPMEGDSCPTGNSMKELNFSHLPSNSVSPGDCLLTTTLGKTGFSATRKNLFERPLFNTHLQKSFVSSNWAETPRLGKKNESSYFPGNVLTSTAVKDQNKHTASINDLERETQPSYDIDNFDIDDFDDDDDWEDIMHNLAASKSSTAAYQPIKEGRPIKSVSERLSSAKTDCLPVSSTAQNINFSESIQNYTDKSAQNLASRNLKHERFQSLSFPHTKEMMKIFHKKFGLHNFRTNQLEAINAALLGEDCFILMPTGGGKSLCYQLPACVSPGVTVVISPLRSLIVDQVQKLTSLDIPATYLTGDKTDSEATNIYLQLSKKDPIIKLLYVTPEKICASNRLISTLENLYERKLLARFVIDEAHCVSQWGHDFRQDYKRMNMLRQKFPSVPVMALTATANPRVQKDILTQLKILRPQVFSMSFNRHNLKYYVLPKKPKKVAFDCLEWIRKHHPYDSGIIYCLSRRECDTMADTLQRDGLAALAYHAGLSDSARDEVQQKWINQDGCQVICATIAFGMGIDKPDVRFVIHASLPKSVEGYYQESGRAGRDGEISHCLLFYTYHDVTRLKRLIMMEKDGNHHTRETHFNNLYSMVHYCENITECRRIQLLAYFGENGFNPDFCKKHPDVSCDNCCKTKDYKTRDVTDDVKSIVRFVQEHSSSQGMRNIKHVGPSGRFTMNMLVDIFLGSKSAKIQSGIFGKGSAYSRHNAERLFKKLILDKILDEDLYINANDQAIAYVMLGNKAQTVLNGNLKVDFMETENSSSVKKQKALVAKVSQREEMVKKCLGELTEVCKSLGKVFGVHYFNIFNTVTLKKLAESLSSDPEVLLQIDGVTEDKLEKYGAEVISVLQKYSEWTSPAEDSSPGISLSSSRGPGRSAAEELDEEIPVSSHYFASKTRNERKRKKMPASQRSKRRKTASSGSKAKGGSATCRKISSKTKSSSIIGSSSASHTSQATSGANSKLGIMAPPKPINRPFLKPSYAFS
POLH inh: inhibitors of human DNA polymerase eta. Potency, µM (titrated, usually from 114 µM), inactives show top-dose activity change, negative = inhibition, usual class: inhibitors. recombinant Pol eta, fluorescent DNA replication assay. 390,000 compounds, 1.2% hits. Q9Y253; further: potency means the concentration at half of the fitted maximal effect; on the % scale 0 is the no-effect control and ±100 the full control effect
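Fluorescent replication assay: 50 nM final substrate added after a 15 min room-temperature compound preincubation with 10 nM enzyme. Signal taken at 0 min and again at 10 min.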
APEX1 inh: APE1 (human) endonuclease inhibition. 350,000 compounds, 0.35% hits. recombinant APE1, TAMRA/BHQ-2 abasic DNA cleavage fluorescence. P27695. Potency, µM (series often up to 65.8 µM), for inactives: top-dose activity change, negative = inhibition, most hits filed as inhibitors;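 further: potency means the concentration at half of the fitted maximal effect; plate controls were vehicle for no effect and reference inhibitor for full effect; nearly all actives have a fitted effect of over 55% in size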
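Quantitative HTS: incision of a TAMRA/BHQ-2 double-stranded substrate bearing a tetrahydrofuran abasic site by 0.75 nM APE1 raises fluorescence. Substrate 50 nM final, added after 15 min compound preincubation at room temperature; progress as third-minus-first kinetic read difference.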
POLI inh: inhibitors of human DNA polymerase iota; 390,000 compounds, 1% hits; Q9UNA4; AID 588590; Potency, µM (top dose mostly 115 µM), for the others: at the highest dose activity, negative = inhibition, most hits filed as inhibitors; Pol iota fluorescent replication assay, 10 min; further: potency means the concentration at half of the fitted maximal effect
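Pol iota at 10 nM preincubated 15 min with compounds at room temperature; reaction started with fluorescent substrate, 50 nM final. Fluorescence read kinetically at 0 and 10 min; buffer-only wells as negative control.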
Pol kappa inh: DNA polymerase kappa (human) inhibition | Potency, µM (top dose mostly 107 µM), without a hit: at the top dose activity, negative = inhibition, usual class: inhibitors | purified Pol kappa, fluorescent DNA synthesis assay, 10 min | 400,000 compounds, 0.53% hits | AID 588579 | Q9UBT6; further: potency means the concentration at half of the fitted maximal effect; on the % scale 0 is the no-effect control and ±100 the full control effect
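Enzyme at 10 nM met test compounds for 15 min at room temperature. Substrate addition (50 nM final) began the reaction, which was monitored by fluorescence at 0 and 10 min.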
Starred values were filed as active, the others as inactive; i = inactive; ? = inconclusive; / = no result given; [ ] = dose if it differs, or a comment. Unless noted, the call rests on the fitted dose curve; in most records, active means well fitted curve in the direction sought with a large enough effect; inconclusive means small, poorly fitted or top-dose-only effect, or another doubt; inactive means no such curve, though single readings can be large; an effect the other way counts as inactive or inconclusive. Only part of the results is shown; count on the stated rates, not on these rows.

Structure	PGK inhibitor	RXFP1 antagonist	Pol kappa inh	POLI inh	BLM inh	POLH inh	POLB inh	Apoferritin bind	APEX1 inh
CCn1nc(C)c(CNC(=O)C2CCC(=O)N(Cc3ccc(Cl)cc3)C2)c1C (stereo not given)	3%	-6	-8%	-3%	-2%	-8%	0%	-4%	-16%
CCc1ccc(NC(=O)COC(=O)/C(=C/c2ccccc2OC)c2ccccc2)cc1	-4%	13	-17%	13%	-8%	-20%	3%	-22%	-10%
CSc1nc2sc3c(c2c(=O)n1C)CCC(C)C3 (stereo not given)	/	0	-3%	22%	-5%	-13%	28%	-15%	-4%
O=C(CSc1c2c(nc3ccc(Cl)cc13)CCCC2)N1CCN(C(=O)c2ccco2)CC1	-1%	-4	?	20µM*	/	-6%	/	/	/
CCOC(=O)C1=CN(Cc2cccc(F)c2)S(=O)(=O)N(CC)C1c1ccc(F)c(Cl)c1 (stereo not given)	-8%	/	-2%	7%	/	-8%	/	/	-18%
COc1ccc(NC(=O)c2cc(-c3ccco3)on2)cc1	-2%	-9	3%	2%	-7%	-6%	23%	-2%	5%
Cc1ccc([N+](=O)[O-])cc1N(CC(=O)NC1CCCC1)S(C)(=O)=O	-2%	1	-12%	143%[activator]	-1%	-12%	27%	-2%	24%
Cc1ccc(CNC(=O)c2ccccc2NC(=O)CN2CC(C)OC(C)C2)cc1 (stereo not given)	16%	1	-9%	31%[activator]	-5%	-5%	0%	-1%	42%
CC1(C)OC(C(=O)NC2CCCCC2)C(C(=O)NC2CCCCC2)O1 (stereo not given)	4%	3	-4%	-14%	-5%	-7%	1%	-5%	2%
O=C(CN1CCCCC1)NCC(=O)Nc1ccc(F)c(F)c1F	-7%	-3	-3%	5%	/	-19%	/	/	-1%
CC(=O)c1ccc(NC(=O)Cn2c3ncccc3c(=O)n2-c2ccc(C)cc2)cc1	5%	/	-14%	-13%	-3%	-15%	16%	137%[activator]	/
Cc1ccc(S(=O)(=O)N2CCN(C(=O)CCC(=O)NCc3cccc(C(F)(F)F)c3)CC2)cc1	i	-9	-5%	32%[activator]	/	-18%	/	/	28%
COc1ccccc1NC(=O)C(C)OC(=O)Cn1cnc2c1c(=O)n(C)c(=O)n2C (stereo not given)	-10%	-14	-5%	2%	/	-8%	/	/	22%
C=CCn1c(C(C)NC(=O)c2ccccc2)n[nH]c1=S (stereo not given)	-4%	-2	-12%	0%	2%	1%	27%	-4%	-1%
COCc1c(C(=O)NC2CCCCCC2)oc2ccccc12	-9%	-2	7%	4%	-2%	-14%	-4%	-10%	-10%
CC(=O)Nc1nc2cc3c(cc2s1)OCCO3	-4%	-7	-17%	-9%	4%	-13%	1%	-9%	-2%
C#CCOCCOCCOCCNc1nc(N2CCOCC2)nc(N2CCN(C(=O)CCCCCCCCCCNC(=O)[C@H]([C@@H](C)CC)n3cc(CCCCN=C(N)N)nn3)CC2)n1	-9%	/	17%	3%	/	-24%	/	/	6%
CCCn1c(N)c(C(=O)COC(=O)/C=C/c2ccc(OC(F)F)c(OC)c2)c(=O)[nH]c1=O	i	-28	-5%	9%	/	-6%	/	/	-16%
Cc1cc(C)cc(NS(=O)(=O)c2ccc3[nH]cc(C(=O)N4CCCCC4)c(=O)c3c2)c1	-1%	10	-12%	-4%	2%	-10%	-3%	-5%	/
O=C(NC1CCCC1)C(c1ccc(Cl)cc1)N(C(=O)c1csnn1)C1CC1 (stereo not given)	i	-11	0%	20%	-1%	-13%	54%	-2%	6%
O=C(COC(=O)c1cc2ccccc2cc1O)NCc1ccccc1	1%	-30	-7%	-8%	/	-12%	/	/	5%
COc1ccccc1CNC(=O)c1cccc2c1C(=O)N(Cc1cccnc1)C2	-4%	-5	6%[60.1 µM]	-5%	-7%	9%	-30%	-5%	?
COc1ccc(C(=O)/C=C/Nc2ccc(NC(C)=O)cc2)cc1OC	-5%	-2	-16%	37%[activator]	3%	-22%	-22%	-1%	-6%
COC(=O)c1[nH]c(C)c(/C(O)=C2\C(=O)C(=O)N(CCN3CCOCC3)C2c2cccs2)c1C (stereo not given)	-4%	4	-5%	4%	-5%	-10%	10%	?	4%
CCOC(=O)n1cc(C(=O)c2ccccc2O)cn1	-3%	-9	-5%	16%	-3%	6%	30%	-10%	47%
CNC(=S)NNC(=O)c1cccn(Cc2cccc(Cl)c2)c1=O	-5%	52	-11%	11%	2%	-13%	32%	-9%	-3%
Cc1ccccc1C(=O)N1CCN(c2ccc(NC(=O)c3cccnc3)cc2)CC1	-1%	-10	-7%	125%[activator]	0%	9%	-1%	-9%	-5%
Cc1ccc(C(=O)O/N=C(\N)Cc2cccc3ccccc23)cc1	6%	-39	-20%	26%	-8%	6%	65%	-17%	1%
CCO[C@H]1OC(C(N)=O)=C[C@@H](c2ccc(Br)cc2)[C@@H]1CCCO	2%	/	5%	-18%	0%	-9%	10%	0%	25%
O=c1[nH]c(-c2cccnc2)nc2ccccc12	-4%	-2	-7%	35%[activator]	-10%	?	-15%	0%	8%
Cc1ccc(-c2nn(CCC(=O)O)cc2CCC(=O)O)cc1	3%	6	-4%	-3%	0%	-16%	-1%	0%	3%
CCOC(=O)C(C#N)(Cc1cc(OC)cc(OC)c1)Cc1cc(OC)cc(OC)c1	-8%	/	-18%	-18%	/	-8%	/	/	/
COc1ccc(OC)c(-n2cnc3cc(C(=O)NC4CCCC4)ccc32)c1	-9%	-13	-7%[60.1 µM]	-14%	-3%	3%	-1%	-2%	/
Cc1ccc(S(=O)(=O)N2CCOCC2)cc1NC(=O)CSc1nc(N)cc(N)n1	0%	-7	-7%	14%	/	-11%	/	/	39%
C/C(=N/OC(=O)CC(C)C)c1cc(-c2ccc(Cl)cc2)no1	-13%	-10	-1%	2%	-11%	-7%	?	-5%	3%
CC1CCN(C(=O)C(=O)c2cn(CC(=O)N3CCCCCC3)c3ccccc23)CC1	i	-4	8%	37%	-5%	-7%	-8%	-22%	-14%
COc1cccc(NS(=O)(=O)c2ccc(-c3cc(C)no3)s2)c1	i	-9	-6%[60.1 µM]	-1%	0%	-16%	3%	-9%	/
CN1C(=S)SC(N(O)C(=O)Nc2ccc(Cl)c(Cl)c2)C1(C)C (stereo not given)	-7%	-18	-6%	0%	-7%	-18%	3%	-5%	-2%
C=CCNc1nc(SC)nc2ccsc12	-1%	-10	8%	-3%	0%	-7%	27%	-1%	-1%
C=CCN1C(=O)/C(=C2/Sc3ccccc3N2C)SC1=Nc1ccccc1C	-4%	4	1%	24%	2%	-7%	28%	-5%	0%
COC(=O)CN(C#N)c1nc(SC)nc(N(C)C)n1	-2%	6	7%	0%[58.9 µM]	-12%	-9%	13%	10%	-10%
COC(=O)[C@@]12CCCN1[C@H](c1ccc(-c3ccccc3)c(OC)c1)[C@H]1C(=O)N(C)C(=O)[C@H]12	i	/	5%	19%	/	-14%	/	/	2%
COc1cccc(NC2=C(C#N)C(=O)NC(c3cccc(OC)c3O)S2)c1 (stereo not given)	0%	6	-15%	?	-10%	-2%	9%	5%	-5%
C=Cn1c(C(=O)O)ccc1-c1ccc(OC)cc1	-14%	-17	3%	-15%	-8%	-10%	-2%	-13%	8%
COc1ccc2nc3sc(C(=O)NCCN4CCc5ccccc5C4)cc3cc2c1	-10%	/	-26%	-12%	9%	?	20µM*	0%	22%
NCC(=O)Nc1ccc(Cl)cc1C(=O)c1ccc[nH]1	-9%	2	3%	15%	7%	-5%	9%	?	?
O=C(CSc1nnc(NC(=O)c2cccc(F)c2)s1)NCC1CCCO1 (stereo not given)	2%	-2	-1%	-5%	1%	-20%	29%	-2%	4%
CSc1cccc(NC(=O)N2CCCC(CNS(=O)(=O)Cc3ccccc3)C2)c1 (stereo not given)	-8%	2	-1%	106%[activator]	-3%	-19%	-18%	?	0%
CN(C)C(=O)CN1C(=O)C2CC=C(Cl)CC2C1=O (stereo not given)	5%	-9	-10%	20%	-1%	0%	30%	-9%	-6%
C=CCNC(=O)c1ccc(-c2nc(-c3ccc(Cl)c(Cl)c3)cs2)cc1	-3%	-12	-5%	-4%	-5%	?	?	-9%	-5%
CCCSc1cc(=O)n(-c2ccccc2)nc1C(=O)OCC	4%	0	3%	31%[activator]	-5%	-22%	2%	-13%	13%
O=C(COC(=O)CCc1nc2ccccc2s1)Nc1cccc(S(=O)(=O)N2CCOCC2)c1	1%	4	-3%	20%	-3%	-13%	11%	?	11%

Exported with values under each structure: part of the list above.
Values run as follows: PGK inhibitor | RXFP1 antagonist | Pol kappa inh | POLI inh | BLM inh | POLH inh | POLB inh | Apoferritin bind | APEX1 inh
> NCC(=O)Nc1ccc(Cl)cc1C(=O)c1ccc[nH]1
→ -9% | 2 | 3% | 15% | 7% | -5% | 9% | ? | ?
> C=CCNC(=O)c1ccc(-c2nc(-c3ccc(Cl)c(Cl)c3)cs2)cc1
→ -3% | -12 | -5% | -4% | -5% | ? | ? | -9% | -5%
> CSc1cccc(NC(=O)N2CCCC(CNS(=O)(=O)Cc3ccccc3)C2)c1 (stereo not given)
→ -8% | 2 | -1% | 106%[activator] | -3% | -19% | -18% | ? | 0%
